TcdB GH inh: TcdB glycohydrolase inhibitors, primary screen, biochemical, single point, plate reader. AID 652162, 2013. TcdB glycohydrolase enzymatic assay. inhibition, % at 9.99 µM. Toxin B (Clostridioides difficile), P18177. 350,000 compounds, 0.24% hits; in the data active means inhibition above about 10%
Target sequence (P18177 whole entry, looked up): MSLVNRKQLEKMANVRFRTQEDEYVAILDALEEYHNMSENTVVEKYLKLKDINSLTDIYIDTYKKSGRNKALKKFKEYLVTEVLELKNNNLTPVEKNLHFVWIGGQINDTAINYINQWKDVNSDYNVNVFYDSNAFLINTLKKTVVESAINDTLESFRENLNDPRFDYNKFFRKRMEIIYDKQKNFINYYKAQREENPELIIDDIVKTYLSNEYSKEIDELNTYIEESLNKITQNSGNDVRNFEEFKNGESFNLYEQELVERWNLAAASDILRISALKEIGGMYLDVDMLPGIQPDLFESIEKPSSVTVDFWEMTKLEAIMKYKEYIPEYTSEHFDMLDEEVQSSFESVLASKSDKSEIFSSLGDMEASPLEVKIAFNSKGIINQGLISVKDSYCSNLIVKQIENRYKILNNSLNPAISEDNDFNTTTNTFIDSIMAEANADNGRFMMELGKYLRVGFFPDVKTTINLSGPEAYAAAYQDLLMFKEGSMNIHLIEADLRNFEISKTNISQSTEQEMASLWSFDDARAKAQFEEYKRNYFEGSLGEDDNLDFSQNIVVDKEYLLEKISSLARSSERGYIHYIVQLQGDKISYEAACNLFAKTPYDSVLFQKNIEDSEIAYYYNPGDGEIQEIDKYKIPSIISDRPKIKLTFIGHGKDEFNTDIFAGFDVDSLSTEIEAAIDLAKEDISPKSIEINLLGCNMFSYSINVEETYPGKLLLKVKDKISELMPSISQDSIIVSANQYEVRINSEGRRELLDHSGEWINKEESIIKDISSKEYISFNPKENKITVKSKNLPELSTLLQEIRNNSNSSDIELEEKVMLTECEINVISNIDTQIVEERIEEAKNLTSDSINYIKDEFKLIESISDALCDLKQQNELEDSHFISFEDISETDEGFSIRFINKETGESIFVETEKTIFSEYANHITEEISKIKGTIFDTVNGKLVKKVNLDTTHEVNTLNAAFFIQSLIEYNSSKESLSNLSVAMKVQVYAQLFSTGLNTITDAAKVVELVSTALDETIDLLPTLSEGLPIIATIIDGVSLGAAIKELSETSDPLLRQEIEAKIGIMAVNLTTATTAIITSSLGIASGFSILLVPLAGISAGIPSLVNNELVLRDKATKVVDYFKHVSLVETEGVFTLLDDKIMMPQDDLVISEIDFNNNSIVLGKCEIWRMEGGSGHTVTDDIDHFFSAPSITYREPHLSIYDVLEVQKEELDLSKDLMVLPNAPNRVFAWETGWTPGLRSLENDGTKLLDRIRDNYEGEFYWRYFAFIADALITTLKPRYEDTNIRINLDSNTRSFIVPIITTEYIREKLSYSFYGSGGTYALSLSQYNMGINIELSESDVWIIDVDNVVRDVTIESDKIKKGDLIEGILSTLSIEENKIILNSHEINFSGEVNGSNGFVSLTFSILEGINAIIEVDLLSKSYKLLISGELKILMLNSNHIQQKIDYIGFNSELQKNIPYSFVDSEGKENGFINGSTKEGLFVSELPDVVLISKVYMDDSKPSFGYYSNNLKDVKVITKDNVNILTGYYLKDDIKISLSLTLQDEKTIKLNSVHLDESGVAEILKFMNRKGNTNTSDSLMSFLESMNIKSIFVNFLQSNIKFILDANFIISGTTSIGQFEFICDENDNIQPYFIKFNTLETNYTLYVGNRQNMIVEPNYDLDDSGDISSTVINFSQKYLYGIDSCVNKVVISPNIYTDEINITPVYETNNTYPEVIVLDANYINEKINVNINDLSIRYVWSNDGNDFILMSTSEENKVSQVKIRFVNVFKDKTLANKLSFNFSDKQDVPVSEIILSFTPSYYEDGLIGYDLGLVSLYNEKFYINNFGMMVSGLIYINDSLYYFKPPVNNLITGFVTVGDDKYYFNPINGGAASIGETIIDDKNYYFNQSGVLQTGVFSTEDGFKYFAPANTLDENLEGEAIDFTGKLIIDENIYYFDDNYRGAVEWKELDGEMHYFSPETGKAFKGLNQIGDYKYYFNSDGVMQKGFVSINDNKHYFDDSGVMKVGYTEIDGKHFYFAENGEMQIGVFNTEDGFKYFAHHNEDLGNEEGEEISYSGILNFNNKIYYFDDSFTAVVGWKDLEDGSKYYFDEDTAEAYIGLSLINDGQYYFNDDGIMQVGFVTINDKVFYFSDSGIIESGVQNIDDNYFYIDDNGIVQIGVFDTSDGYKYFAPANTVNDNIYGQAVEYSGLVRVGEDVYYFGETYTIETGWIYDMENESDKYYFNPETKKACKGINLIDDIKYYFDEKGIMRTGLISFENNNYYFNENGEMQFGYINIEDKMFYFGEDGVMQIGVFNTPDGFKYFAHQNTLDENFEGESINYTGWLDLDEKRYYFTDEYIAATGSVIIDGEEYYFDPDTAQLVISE
Numbers without * were called inactive. This is a subset, so the mix of outcomes need not match the whole.

Screening C[C@H]1CCCCO[C@H](CN(C)C(=O)Nc2ccc(F)cc2)[C@@H](C)CN([C@@H](C)CO)C(=O)c2cc(NC(=O)CCCN(C)C)ccc2O1 returned TcdB GH inh 0.4.
C=C[C@@H](COC(=O)c1ccc([N+](=O)[O-])cc1)N(Cc1ccc(OC)cc1)S(=O)(=O)c1ccc(Br)cc1 was read as TcdB GH inh -0.7.
For CC(C)NC(=O)Nc1ccc2c(c1)C(=O)N([C@@H](C)CO)C[C@H](C)[C@H](CN(C)C(=O)c1ccncc1)OCCCC[C@@H](C)O2 the results were TcdB GH inh 1.0.
Screening Cc1ccc(S(=O)(=O)N(C)C[C@@H]2Oc3ccc(NC(=O)C4CCCCC4)cc3C(=O)N([C@H](C)CO)C[C@@H]2C)cc1 returned TcdB GH inh 0.0.
Screening C[C@H]1CN([C@@H](C)CO)C(=O)c2cccc(NC(=O)c3ccc(-c4nccs4)cc3)c2O[C@@H]1CN(C)C returned TcdB GH inh 0.0.
Screening C[C@@H]1CN([C@@H](C)CO)C(=O)c2cccc(NC(=O)c3ccc(-c4nccs4)cc3)c2O[C@H]1CN(C)Cc1ccc(C(=O)O)cc1 returned TcdB GH inh 0.5.
Screening C[C@@H]1CN([C@@H](C)CO)C(=O)c2cc(C#CC3CC3)cnc2O[C@H]1CN(C)C returned TcdB GH inh 0.7.
Cc1ccc(S(=O)(=O)N(C)C[C@@H]2Oc3c(NC(=O)NC4CCCCC4)cccc3C(=O)N([C@@H](C)CO)C[C@@H]2C)cc1 was read as TcdB GH inh 3.5.
Screening O=C(c1ccc2c(c1)OCO2)N1CC(=O)N2[C@H](CO)[C@@H](c3ccc(C#Cc4ccccc4)cc3)[C@H]2C1 returned TcdB GH inh -1.6.
`CC(C)NC(=O)[C@@]1(C)c2ccccc2C(=O)N(Cc2ccc(OC(F)(F)F)cc2)[C@H]1c1ccc(CO)cc1` gave TcdB GH inh -0.8.
Screening C[C@@H]1CN([C@@H](C)CO)C(=O)c2cccc(NC(=O)c3cnccn3)c2O[C@H]1CN(C)CC1CCCCC1 returned TcdB GH inh 0.4.
`O=C(C[C@@H]1C[C@H]2c3cc(NC(=O)C4CCC4)ccc3O[C@H]2[C@H](CO)O1)NCc1ccc(-c2ccccc2)cc1` gave TcdB GH inh -2.1.
Screening O=C(C[C@@H]1CC[C@@H](NS(=O)(=O)c2ccc(F)cc2)[C@@H](CO)O1)NCCc1ccncc1 returned TcdB GH inh 0.1.
For Cc1noc(C)c1S(=O)(=O)Nc1ccc2c(c1)C(=O)N([C@H](C)CO)C[C@@H](C)[C@H](CN(C)Cc1ccncc1)OCCCC[C@H](C)O2 the results were TcdB GH inh 0.8.
For CC(C)C#Cc1ccc2c(c1)O[C@H](CN(C)CC1CCOCC1)[C@@H](C)CN([C@@H](C)CO)S2(=O)=O the results were TcdB GH inh 0.7.
Screening COC(=O)C[C@@H]1CC[C@@H]2[C@H](COc3ccc(NC(=O)Nc4cccc(C#N)c4)cc3C(=O)N2C)O1 returned TcdB GH inh 1.7.
`COc1ccc(S(=O)(=O)N(C)C[C@H]2OCCCC[C@H](C)Oc3ccc(NS(=O)(=O)c4ccccc4)cc3C(=O)N([C@H](C)CO)C[C@H]2C)cc1` gave TcdB GH inh -0.9.
`Cc1noc(C)c1NC(=O)Nc1cccc2c1O[C@H](CN(C)C(=O)Nc1cccc3ccccc13)[C@@H](C)CN([C@H](C)CO)C2=O` gave TcdB GH inh 0.3.
C[C@@H](NC(=O)C[C@H]1CC[C@H](NC(=O)Nc2ccc3c(c2)OCO3)[C@@H](CO)O1)c1ccccc1 was read as TcdB GH inh -0.8.
CC(C)NC(=O)N(C)C[C@H]1Oc2ncc(C#Cc3ccccc3F)cc2C(=O)N([C@@H](C)CO)C[C@@H]1C was read as TcdB GH inh 0.1.
Screening C[C@H]1CCCCO[C@H](CN(C)S(=O)(=O)c2cn(C)cn2)[C@@H](C)CN([C@@H](C)CO)C(=O)c2cc(NC(=O)Nc3ccc4c(c3)OCO4)ccc2O1 returned TcdB GH inh 0.0.
Screening COc1ccc2c3c(n(C)c2c1)[C@@H](CO)N(C(=O)C1CCC1)CC31CCN(CC2CCCC2)CC1 returned TcdB GH inh -0.8.
For O=C(C[C@H]1CC[C@H]2[C@@H](COC[C@@H](O)CN2C(=O)Nc2ccc(C(F)(F)F)cc2)O1)NCCc1ccncc1 the results were TcdB GH inh -0.3.
`C[C@@H]1CN([C@H](C)CO)C(=O)c2cc(N(C)C)ccc2O[C@@H]1CN(C)Cc1ccc(Cl)c(Cl)c1` gave TcdB GH inh -7.3.
`CCCC#Cc1cnc2c(c1)C(=O)N([C@@H](C)CO)C[C@@H](C)[C@@H](CN(C)C(=O)Cc1cccnc1)O2` gave TcdB GH inh -0.2.
For CCc1nc(N2[C@@H](C#N)[C@H](c3ccccc3-c3ccccc3F)[C@@H]2CO)sc1C the results were TcdB GH inh 0.9.
`CCC(=O)N[C@H]1C=C[C@H](CC(=O)NCc2ccccc2F)O[C@@H]1CO` gave TcdB GH inh 1.0.
`C[C@H]1CN([C@@H](C)CO)S(=O)(=O)c2ccc(C#CCN(C)C)cc2O[C@@H]1CN(C)S(=O)(=O)c1cccc(F)c1` gave TcdB GH inh -1.4.
Screening CS(=O)(=O)N1[C@H](C#N)[C@H](c2ccccc2-c2ccccc2)[C@H]1CO returned TcdB GH inh -0.2.
Screening CCC(=O)N1CCCCN2[C@H](CO)[C@@H](c3ccc(C#Cc4cccnc4)cc3)[C@H]2C1 returned TcdB GH inh -1.7.
For C[C@@H]1CN([C@@H](C)CO)C(=O)Cc2cc(NS(=O)(=O)c3cn(C)cn3)ccc2O[C@@H]1CN(C)S(=O)(=O)c1ccc(Cl)cc1 the results were TcdB GH inh 0.4.
C[C@@H]1CCCCO[C@@H](CN(C)C(=O)NC2CCCCC2)[C@H](C)CN([C@@H](C)CO)C(=O)c2cc(NC(=O)CCC(F)(F)F)ccc2O1 was read as TcdB GH inh 0.8.
Screening CN(C)CCCNC(=O)C[C@H]1CC[C@H]2[C@@H](COc3ccc(NC(=O)NC4CCCC4)cc3C(=O)N2C)O1 returned TcdB GH inh -0.2.
O=C(Cc1ccccc1)N1CCCCN2[C@@H](CO)[C@@H](c3ccc(C#Cc4ccccc4)cc3)[C@@H]2C1 was read as TcdB GH inh -9.5.
Screening Cc1ccccc1S(=O)(=O)N1CC[C@@H]2[C@H](CO)Nc3ccc(-c4ccc(C#N)cc4)cc3[C@@H]21 returned TcdB GH inh 1.8.
For C[C@H](CO)N1C[C@H](C)[C@H](CN(C)S(=O)(=O)c2ccc(Cl)cc2)Oc2c(NS(=O)(=O)c3ccc(Cl)cc3)cccc2C1=O the results were TcdB GH inh 0.0.
`C[C@@H]1CN([C@H](C)CO)S(=O)(=O)c2ccc(C#Cc3ccc(F)cc3)cc2O[C@H]1CN(C)C(=O)NC1CCCCC1` gave TcdB GH inh -0.6.
For CCNC(=O)[C@@H]1[C@@H](CO)[C@@H]2Cn3c(ccc(-c4ccccc4F)c3=O)[C@H]1N2CCC(F)(F)F the results were TcdB GH inh -0.3.
C[C@@H]1CN([C@H](C)CO)C(=O)c2cccc(NC(=O)Nc3ccc4c(c3)OCO4)c2O[C@H]1CN(C)CC1CC1 was read as TcdB GH inh 0.3.
Screening CN1C[C@@H]2[C@H](c3ccccc31)[C@H](CO)N2C(=O)CN1CCOCC1 returned TcdB GH inh -2.2.

A portion taken from the entries so far, for reference:
`C[C@@H]1CN([C@H](C)CO)S(=O)(=O)c2ccc(C#Cc3ccc(F)cc3)cc2O[C@H]1CN(C)C(=O)NC1CCCCC1` gave TcdB GH inh -0.6.
For CCNC(=O)[C@@H]1[C@@H](CO)[C@@H]2Cn3c(ccc(-c4ccccc4F)c3=O)[C@H]1N2CCC(F)(F)F the results were TcdB GH inh -0.3.
C[C@@H]1CN([C@H](C)CO)C(=O)c2cccc(NC(=O)Nc3ccc4c(c3)OCO4)c2O[C@H]1CN(C)CC1CC1 was read as TcdB GH inh 0.3.
Screening CN1C[C@@H]2[C@H](c3ccccc31)[C@H](CO)N2C(=O)CN1CCOCC1 returned TcdB GH inh -2.2.

Other records follow:
`CO[C@H]1CN(C)C(=O)c2ccc(NC(=O)Nc3c(C)noc3C)cc2OC[C@@H](C)N(C)C[C@@H]1C` gave TcdB GH inh 1.3.
`COc1cccc(C#Cc2ccc3c(c2)[C@H]2[C@H](CCN2C(=O)CC2CC2)[C@H](CO)N3)c1` gave TcdB GH inh -0.4.
Screening CCCNC(=O)N(C)C[C@H]1Oc2ncc(C#CCc3ccccc3)cc2C(=O)N([C@H](C)CO)C[C@@H]1C returned TcdB GH inh -0.5.
`CO[C@H]1CN(C)C(=O)c2cc(NC(=O)c3ccc(-c4ccccc4)cc3)ccc2OC[C@@H](C)NC[C@H]1C` gave TcdB GH inh 1.8.
`CN1CCN(C(=O)C[C@H]2CC[C@H]3[C@@H](COC[C@H](O)CN3C(=O)Nc3ccc(F)cc3)O2)CC1` gave TcdB GH inh -0.4.
For CCNC(=O)[C@H]1[C@H](CO)[C@H]2Cn3c(ccc(-c4ccc(F)cc4)c3=O)[C@H]2N1CC1CC1 the results were TcdB GH inh 0.1.
O=C(C[C@H]1CC[C@H]2[C@@H](COC[C@@H](O)CN2Cc2ccc3c(c2)OCO3)O1)N1CCOCC1 was read as TcdB GH inh 0.7.
`CN1C(=O)c2cc(NC(=O)c3cccs3)ccc2OC[C@H]2O[C@H](CC(=O)NCC(F)(F)F)CC[C@H]21` gave TcdB GH inh -0.4.
For C[C@H](CO)N1C[C@H](C)[C@@H](CN(C)S(=O)(=O)c2ccc(Cl)cc2)Oc2ccc(NC(=O)Cn3cnnn3)cc2C1=O the results were TcdB GH inh -3.5.
`C[C@@H]1CN([C@H](C)CO)C(=O)Cc2cc(NC(=O)Cc3ccccc3)ccc2O[C@@H]1CN(C)Cc1ccc(C(=O)Nc2ccccc2N)cc1` gave TcdB GH inh 1.5.
For COCc1cn(CC[C@@H]2CC[C@@H](NC(=O)c3ccc(F)cc3)[C@H](CO)O2)nn1 the results were TcdB GH inh -0.1.
Screening COc1ccc(NC(=O)Nc2ccc3c(c2)CC(=O)N([C@H](C)CO)C[C@H](C)[C@H](CN(C)S(=O)(=O)c2c(C)noc2C)O3)cc1 returned TcdB GH inh 0.4.
Screening c1ccc(-c2cc(CN3[C@@H]4CNC[C@H]3C4c3ccc(-c4ccncc4)cc3)no2)cc1 (some centres undefined) returned TcdB GH inh -0.5.
`CC(C)(C)OC(=O)CC[C@]12N=C(c3ccc(OCCCO)cc3)O[C@H]1c1ccccc1CN(Cc1ccccc1)C2=O` gave TcdB GH inh 0.1.
For COCC(=O)N1CC2(C1)CN(Cc1ccccn1)[C@H](CO)c1[nH]c3cc(OC)ccc3c12 the results were TcdB GH inh 0.7.
Screening C[C@@H]1CN([C@H](C)CO)C(=O)Cc2cc(NC(=O)Nc3ccc4c(c3)OCO4)ccc2O[C@@H]1CN(C)S(=O)(=O)c1ccc(F)cc1 returned TcdB GH inh -1.0.
`CC(C)(C)[S@](=O)N1Cc2cc(C(=O)NCCc3ccncc3)nc(-c3cccc(-c4cccc(C#N)c4)c3)c2[C@@H]1CCO` gave TcdB GH inh 0.7.
C[C@H](CO)N1C[C@H](C)[C@H](CN(C)C(=O)Nc2cccc3ccccc23)Oc2c(NC(=O)C3CC3)cccc2C1=O was read as TcdB GH inh 1.1.
Screening COc1ccc(-c2ccc3c(c2)[C@@H]2[C@@H](CCN2S(=O)(=O)c2ccc(OC)cc2)[C@H](CO)N3C)cc1 returned TcdB GH inh -0.3.
Screening C[C@H]1CN([C@@H](C)CO)C(=O)Cc2cc(NS(=O)(=O)c3cccs3)ccc2O[C@H]1CN(C)CC1CC1 returned TcdB GH inh 1.8.
Screening CN(C)C(=O)C[C@H]1C=C[C@H](NS(=O)(=O)c2ccccc2)[C@@H](CO)O1 returned TcdB GH inh 0.2.
`COc1ccc(NC(=O)N(C)C[C@H]2Oc3ccc(NC(=O)c4ccncc4)cc3CC(=O)N([C@@H](C)CO)C[C@H]2C)cc1` gave TcdB GH inh -0.4.
CN(C)CC#Cc1cccc(-c2nc(C(=O)N3CCN(C)CC3)cc3c2[C@H](CCO)N(S(=O)C(C)(C)C)C3)c1 (some centres undefined) was read as TcdB GH inh 4.6.
For C[C@@H]1CN([C@@H](C)CO)C(=O)Cc2cc(NC(=O)Nc3ccc4c(c3)OCO4)ccc2O[C@H]1CN(C)Cc1ccc2c(c1)OCO2 the results were TcdB GH inh 0.9.
`COc1ccc2c3c(n(C)c2c1)[C@@H](CO)N(C(=O)CC1CC1)CC31CN(C(=O)NC(C)C)C1` gave TcdB GH inh 0.9.
`O=C(C[C@H]1C=C[C@H](NC(=O)C2CCC2)[C@@H](CO)O1)NCc1ccccc1Cl` gave TcdB GH inh -0.5.
For CS(=O)(=O)N1[C@H](CO)[C@H](c2ccccc2-c2ccccc2F)[C@@H]1C#N the results were TcdB GH inh -0.4.
Screening CC(C)(C)[S@@](=O)N1Cc2cc(C(=O)N3CCc4ccccc4C3)nc(-c3cccc(-c4cncnc4)c3)c2[C@H]1CCO returned TcdB GH inh 0.8.
C/C=C/c1cnc2c(c1)C(=O)N([C@H](C)CO)C[C@H](C)[C@H](CN(C)C(=O)C1CCCCC1)O2 was read as TcdB GH inh -0.4.
`Cc1noc(C)c1S(=O)(=O)Nc1ccc2c(c1)C(=O)N([C@@H](C)CO)C[C@@H](C)[C@@H](CN(C)Cc1ccccc1)O2` gave TcdB GH inh 0.1.
Screening CC=Cc1ccc2n(c1=O)C[C@H]1[C@H](CO)[C@@H](C(=O)N3CCOCC3)N(Cc3ccccc3OC)[C@@H]21 (mixture of isomers) returned TcdB GH inh 0.4.

By substructure, the compounds so far containing a thiophene ring, fused or not (2)
`CN1C(=O)c2cc(NC(=O)c3cccs3)ccc2OC[C@H]2O[C@H](CC(=O)NCC(F)(F)F)CC[C@H]21` gave TcdB GH inh -0.4.
Screening C[C@H]1CN([C@@H](C)CO)C(=O)Cc2cc(NS(=O)(=O)c3cccs3)ccc2O[C@H]1CN(C)CC1CC1 returned TcdB GH inh 1.8.
